# From PubChem BioAssay
# E coli growth – bacterial growth inhibition, counter-screen for AddAB inhibitors; E. coli V3065 growth, OD600 absorbance, 18 h; 0.27% of 330,000 active; AID 449728; inhibition, % at 11.9 µM;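 active means inhibition above the campaign's mean inhibition across all tested compounds plus 3 SD, cut at about 9.9% in these data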;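 further: uninfected addAB+ strain grown without phage in ampicillin broth; 0% = DMSO wells and 100% = ciprofloxacin 0.95 µg/ml wells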
# SR-BI DiI inh – inhibitors of mouse SR-BI mediated HDL lipid uptake; Q61009; 0.96% of 320,000 active; inhibition, % at 12.5 µM; ldlA[mSR-BI] CHO cells, DiI-HDL uptake fluorescence, 3 h; AID 488896;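 active means mean replicate inhibition of at least 70% and a set share of replicates each scoring 70 or more; inconclusive means meets just one of the two criteria; inactive means fails both criteria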;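 further: 0% = median of neutral control wells and 100% = median of positive control wells; values of inactives mirror those of a sister screen read the other way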
# Target sequence (Q61009 whole entry, looked up): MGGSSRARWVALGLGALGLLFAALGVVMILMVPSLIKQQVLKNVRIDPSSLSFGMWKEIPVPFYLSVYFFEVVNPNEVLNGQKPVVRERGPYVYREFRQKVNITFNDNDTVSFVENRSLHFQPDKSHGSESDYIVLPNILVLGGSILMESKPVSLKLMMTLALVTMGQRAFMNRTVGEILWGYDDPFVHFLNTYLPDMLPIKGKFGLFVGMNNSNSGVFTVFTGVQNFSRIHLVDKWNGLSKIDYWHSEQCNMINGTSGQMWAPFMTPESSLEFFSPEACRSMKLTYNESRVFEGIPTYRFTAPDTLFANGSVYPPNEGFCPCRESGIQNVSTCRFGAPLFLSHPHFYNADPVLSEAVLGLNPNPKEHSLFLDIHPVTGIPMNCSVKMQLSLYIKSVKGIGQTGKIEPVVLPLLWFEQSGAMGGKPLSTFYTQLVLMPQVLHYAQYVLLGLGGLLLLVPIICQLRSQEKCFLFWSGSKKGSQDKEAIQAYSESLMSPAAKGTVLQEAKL
# MITF act – activators of MITF-driven TRPM1 promoter activity in SK-MEL-5 cells | SK-MEL-5 TRPM1-promoter luciferase, 24 h; % of positive control, neutral wells = 0 | 0.75% of 300,000 active | activation, % at 12.5 µM;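 active means mean activation of at least 80% with every replicate also reaching 80%; inconclusive means mean reaches 80% but some replicate falls short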;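 further: 0% = neutral control wells and 100% = parthenolide positive control wells; values of inactives mirror those of a sister screen read the other way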
# AddAB inh – less growth of phage-infected E. coli with AddAB; AID 435030; E. coli expressing H. pylori AddAB, absorbance growth; 0.29% of 330,000 active; inhibition, % at 11.9 µM; in the data active means inhibition above about 12%;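 further: 0% = vehicle wells of infected cells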
# Tat transport – blocks Tat-dependent protein export in E. coli | inhibition, % at 10 µM | 0.036% of 340,000 active | E. coli MC4100 TorA-mCherry Tat export, fluorescence;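 active means mean replicate inhibition at least 50% and at least half of replicates individually reaching 50%; inconclusive means only one of the two criteria met; inactive means neither criterion met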;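 further: exported cargo escapes ClpAP degradation while cytoplasmic cargo is degraded and loses fluorescence; 0% = median of neutral control wells and 100% = median of NaSCN control wells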
# CAL PDZ FP-1 – blocks peptide binding to human CAL PDZ domain. AID 504414. inhibition, % at 20 µM. 0.02% of 330,000 active. purified CAL PDZ, TMR-peptide fluorescence polarization, 1 h. Q9HD26;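 active means highest replicate inhibition of at least 40%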;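 further: plate controls were DMSO neutral control wells for no effect and unlabeled competitor peptide control wells for full effect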
#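 Test system: purified CerCALP PDZ construct; Compound dosing: one concentration, 20 µM compound; Also added: TMR-labelled reporter peptide T*-PRC34 bound in PDZ groove; Read-out: inhibition from polarization loss; Controls: unlabelled peptide and DMSO controls; Signal: FP readout, S and P plane fluorescence; Incubation: 1 h at RT.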
# Wnt act – activators of Wnt/beta-catenin signaling; activation, % at 9.35 µM; 1.2% of 300,000 active; Wnt/beta-catenin reporter cell assay, activator, plate reader; in the data active means activation above about 30%, passing the limit was not always enough; inconclusive means no clear call, values can overlap the other calls;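 further: 0% = neutral control wells and 100% = positive control wells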
# phage Ecoli inh – E. coli growth loss with phage present. AID 651602. 0.26% of 360,000 active. growth absorbance. inhibition, % at 11.9 µM; in the data active means inhibition above about 11%
# SR-BI DiI-HDL act – activators of SR-BI mediated HDL lipid uptake; CHO ldlA[mSR-BI] cells, DiI-HDL uptake fluorescence, 3 h; 100 = double the neutral-control signal; AID 504775; activation, % at 12.5 µM; 0.096% of 320,000 active;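 active means mean replicate activation of at least 60% and every replicate at or above 60%; inconclusive means mean or all-replicate condition met, but not both; inactive means mean below 60% and not all replicates reaching 60%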;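 further: 0% = median plate neutral-control signal and 100% = twice that signal; values of inactives mirror those of a sister screen read the other way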
#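 Test system: SR-BI-overexpressing, LDLR-lacking CHO cells; Also added: labelled HDL, 10 µg/mL; Measured by: bottom-read cell fluorescence after medium removal, ex 550/em 595 nm; Timing: 3 h uptake period with compound, 37 °C; Buffer or medium: F12, 0.5% BSA, 25 mM HEPES; Doses: single compound concentration, delivered by pin transfer.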
# CAL PDZ FP-2 – inhibitors of human CAL PDZ peptide binding; purified CAL PDZ, TMR-peptide fluorescence polarization, 1 h; inhibition, % at 24.9 µM; 0.92% of 300,000 active; AID 602252;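 active means mean inhibition of at least 30% with at least half of replicates also reaching 30%; inconclusive means no clear call, values can overlap the other calls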;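 further: 0% = DMSO neutral control and 100% = excess unlabeled competitor peptide PRC23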
# * hit, by the source's call; ? = inconclusive; nt = no result given.
SMILES,E coli growth,SR-BI DiI inh,MITF act,AddAB inh,Tat transport,CAL PDZ FP-1,Wnt act,phage Ecoli inh,SR-BI DiI-HDL act,CAL PDZ FP-2
Cc1ccc(S(=O)(=O)N2CCCC(C(=O)NCc3cccnc3)C2)cc1Cl (centres undefined),-1.2,-7,-3,2.6,1,-0.7,nt,2.8,7,-3
COc1ccc(NC(=O)CC(NCCc2ccccc2)C(=O)O)c(OC)c1 (centres undefined),-0.8,-14,nt,3.6,3,0.0,nt,2.3,14,-5
O=C1CCCN2N=C(SCC(=O)Nc3nccs3)SC2=N1,-2.3,-47,3,0.1,3,-1.1,0,4.3,47,nt
CC1Cc2cc(S(=O)(=O)N3CCCCC3C)ccc2N1C(=O)C1CCC1 (centres undefined),-3.0,5,5,0.5,6,0.1,-2,0.8,-5,nt
Cc1ccc(C(=O)COC(=O)CCC(=O)NC2CCCCC2)cc1[N+](=O)[O-],0.1,0,7,0.7,0,-1.7,-1,7.3,0,-5
CCC(=O)Nc1ccc(N2CCCCC2)c(C(=O)Nc2ccc(OC)cc2)c1,-3.2,54,6,-0.3,2,-2.3,1,2.4,-54,-4
O=C(CC1C(=O)NCCN1Cc1cccc(C(F)(F)F)c1)NC1CCCCCC1 (centres undefined),-1.9,5,-1,-1.6,-3,-0.5,nt,nt,-5,-1
Cc1nn(C)c(=O)n1-c1ccc(OCc2ccccc2)cc1,-1.9,1,nt,1.5,-1,1.9,nt,nt,-1,0
CC(=O)N/C(=C\c1ccccc1)C(=O)N1CCOCC1,-2.8,8,1,5.3,-3,-0.9,?,3.2,-8,-3
CCCNC(=O)c1ccccc1NC(=O)c1ccc(CSc2ccccc2)cc1,-0.1,16,18,1.8,7,-0.8,nt,1.6,-16,-4
O=C(COc1cccc(F)c1)NNC(=O)c1cccc(-n2cccc2)c1,0.6,-21,1,-1.0,-2,-2.1,-2,-1.4,21,-2
CCOc1ccc(NC(=O)C2CCN(C(=O)N3CCOc4ccccc43)CC2)cc1,-1.5,17,nt,-3.0,-2,-0.3,-6,1.4,-17,-1
CCc1nnc(NC(=O)Cc2sc(C)nc2-c2ccc(C)cc2)s1,-2.6,28,-9,-2.3,-10,2.9,0,2.8,-28,-2
Cc1cc(=O)nc2c3ccccc3n(C(C)C(=O)Nc3cc(F)ccc3F)n12 (centres undefined),1.7,nt,-2,2.0,2,-0.4,-1,4.3,nt,4
CC(C)C(NC(=O)OC(C)(C)C)C(=O)NC(CCC(=O)OCc1ccccc1)C(N)=O (centres undefined),1.4,-30,0,-1.4,3,-3.4,-1,2.5,30,0
CCOc1ccc(NC(=O)CS(=O)(=O)c2cn(CC)c3ccccc23)cc1,-1.1,37,-15,-1.6,6,1.4,-3,3.4,-37,2
COC(=O)c1ccc(NC(=O)N2CCOCC2)cc1,-1.0,-23,8,2.1,2,-1.6,4,1.1,23,-1
Cc1ccc(-n2c(SCC(=O)NCc3ccco3)nnc2-c2cccnc2)cc1,0.1,-4,-3,2.5,15,-0.7,nt,0.1,4,0
CCN(CC(=O)Nc1c(F)cccc1F)C(=O)c1ccc(=O)[nH]c1,nt,-39,-10,nt,-15,-1.9,0,2.5,39,4
Nc1sc2c([n+]1CCCS(=O)(=O)[O-])CCCC2,-0.3,-16,4,2.7,4,-1.6,nt,3.4,16,-2
O=C(Nc1cccc2c1N(C(=O)c1ccco1)CCC2)c1ccco1,0.8,-9,-2,-1.8,2,0.3,1,0.5,9,2
O=C(CCn1nc(-c2ccccc2)c2ccccc2c1=O)Nc1cccnc1,0.6,7,-5,0.3,-5,-3.2,-3,4.1,-7,-1
CCN(CC)C(=O)c1c(NC(=O)c2ccccc2)sc(C)c1C,0.5,7,-3,-0.6,-1,-2.7,2,-0.2,-7,2
CCCCCCNC(=O)CCc1nc2cccnc2n1Cc1ccc(OC)cc1,nt,18,2,nt,-7,-0.5,0,0.6,-18,6
O=C(COC(=O)c1cc[n+]([O-])cc1)Nc1ccc(Cl)cc1C(F)(F)F,-0.6,-17,-4,0.8,0,-1.7,nt,nt,17,-1
O=C(N/N=C/c1cccnc1)c1ccc2c(c1)OCO2,-0.8,11,24,-0.3,-7,-0.4,8,0.8,-11,19
O=C(c1cnn2c(C(F)F)cc(-c3ccccc3)nc12)N1CCCc2ccccc21,-0.9,50,-8,-0.6,8,0.2,0,nt,-50,0
O=C(O)CCn1ccc2cc(S(=O)(=O)N3CCCCCC3)ccc21,1.1,1,2,3.9,2,-1.8,-1,4.4,-1,nt
O=C(Cc1n[nH]c(=O)c2ccccc12)Nc1cccc(S(=O)(=O)N2CCCC2)c1,1.9,-7,0,0.3,0,-1.5,-1,5.4,7,-10
COc1ccc(N(C(=O)CNC(=O)c2ccco2)C(C(=O)NCC2CCCO2)c2ccccc2)cc1OC (centres undefined),1.8,-10,8,3.0,-2,-1.2,-2,5.4,10,-1
COc1ccc(/C=N/NC(=O)CCCC(=O)NC2CCCCC2)cc1,-0.2,19,nt,-1.7,-11,nt,7,2.3,-19,0
COc1ccc(-n2nc3c(N4CCC(C(=O)NCc5ccccc5C)CC4)nnc(C)c3c2C)cc1,-2.1,52,-85,1.9,?,-0.6,nt,nt,-52,-4
COc1ccc(C2CC(C(F)(F)F)n3nc(C(N)=O)c(Cl)c3N2)cc1OC (centres undefined),-2.0,6,-2,4.0,-1,-0.5,nt,1.1,-6,nt
Cc1ccccc1NC(=O)Cc1nc(COC(=O)c2cccc(O)c2)cs1,-1.4,-8,nt,-3.6,9,-0.6,0,8.5,8,-3
CNCCC(=O)N1c2ccccc2CCc2ccc(NC(=O)OC)cc21,1.2,-15,10,2.8,-7,-2.8,-3,0.6,15,nt
COc1ccc(NC(=O)CCN2CCN(Cc3ccccc3)CC2)c(OC)c1,1.6,-1,nt,-1.0,6,-0.7,-1,2.2,1,1
CCC(C)(C)NC(=O)C(c1ccc(OC)cc1)N(C(=O)CCC(=O)Nc1cc(C)on1)C(C)(C)C (centres undefined),0.1,nt,-6,2.6,2,-1.9,0,1.4,nt,-3
COc1ccc(NS(=O)(=O)c2cc(NC(=O)Cn3cnc4c3c(=O)n(C)c(=O)n4C)ccc2C)cc1,3.9,nt,-10,2.9,0,-6.0,0,2.1,nt,20
Cc1c(N=C2NC(=O)/C(=C/c3ccc(O)cc3)S2)c(=O)n(-c2ccccc2)n1C,-0.6,26,10,0.5,-5,-1.1,-16,3.1,-26,-1
CC(C)CC(NC(=O)c1ccccc1)C(=O)OCC(=O)Nc1ccc(S(N)(=O)=O)cc1 (centres undefined),-1.1,-17,-11,0.8,6,-1.2,-2,4.0,17,2
O=C(Cn1[nH]c(=O)c2ccccc2c1=O)Nc1ccc2c(c1)CCC2,2.0,-18,nt,7.3,5,-3.0,4,5.7,18,0
Cc1nc(-c2cccs2)sc1C(=O)O,-2.0,-11,0,-0.9,2,-0.5,4,-0.5,11,-1
CN(CC(=O)Nc1ccc(Cl)c(C(F)(F)F)c1)C(=O)/C=C/c1cccs1,1.1,-8,6,3.4,5,-1.5,-1,4.8,8,1
Cc1c(NC(=S)NC(=O)C(C)(C)C)cccc1[N+](=O)[O-],1.8,-8,4,0.8,12,-2.2,-1,4.4,8,-2
CN1C(=O)/C(=C2\SC(N)=NC2=O)c2ccccc21,-1.3,-10,9,-0.4,-5,-1.9,nt,0.7,10,1
COC(=O)c1ccc(CN2CCN(C3CCCC3)C(CCO)C2)cc1 (centres undefined),-1.9,-20,-5,1.7,0,0.5,0,2.5,20,-5
CCN1CCc2c(OCc3ccc(C)cc3)cccc2C1=O,0.9,2,4,2.3,1,1.0,0,1.3,-2,-4
COc1ccc(C(=O)n2c(C)c(CCO)c(=O)n2C)cc1,0.8,6,-16,1.0,-3,-1.0,-1,2.5,-6,-1
O=C(c1ccccc1)C(C(=O)N1CCCCC1)n1ccccc1=O (centres undefined),-1.9,-25,nt,-0.2,-3,0.3,1,1.5,25,nt
Cc1ccc(-n2c(C)nnc2SCC(=O)NNC(=O)c2ccco2)cc1,2.7,nt,-2,-0.8,-7,-2.8,0,2.2,nt,-4
C=CCc1ccc(OC(=O)NC2CCCCC2)c(OC)c1,1.2,2,58,-0.3,5,1.2,13,0.5,-2,0
O=C(Nc1ccnn1C1CCN(Cc2cccc(OCCO)c2)CC1)C1CC1,0.2,-14,7,3.7,3,-0.9,-1,-0.2,14,-1
O=C(c1ccccc1)N1CCCCC1,nt,-8,6,nt,-1,0.5,-1,2.8,8,-9
CC(C)Oc1ccc2c3c(c(=O)oc2c1)CCC3,-0.2,nt,nt,0.7,1,-3.1,10,-0.6,nt,-4
COc1cc2ccccc2cc1C(=O)NC(=S)Nc1ccc(C(=O)O)cc1,3.6,-22,-3,-0.3,1,-10,4,0.3,22,-7
CC1CN(CC(O)c2ccc(Br)cc2)CCO1 (centres undefined),nt,6,6,nt,10,0.1,-3,0.7,-6,1
Cc1ccc2c(CN3CCCCC3)cc(=O)oc2c1,-1.4,-32,37,-0.4,-5,3.0,9,2.1,32,-5
C=CCn1c(SCc2c(C)noc2C)nc2sc(C)c(C)c2c1=O,-1.0,26,-10,0.9,16,-2.2,-10,1.6,-26,nt
COC(=O)c1ccc(NC(=O)C2CCCN2C(=O)Nc2cccc(C(C)=O)c2)cc1 (centres undefined),nt,24,-10,nt,-1,-3.1,2,2.3,-24,-1
Cc1ccc(CNC(=O)c2ccc(NC3=NC4CS(=O)(=O)CC4S3)cc2)cc1 (centres undefined),0.8,-19,nt,1.3,-11,-0.2,2,4.8,19,nt

# (list continues)
SMILES,E coli growth,SR-BI DiI inh,MITF act,AddAB inh,Tat transport,CAL PDZ FP-1,Wnt act,phage Ecoli inh,SR-BI DiI-HDL act,CAL PDZ FP-2
O=C(COC(=O)C1CC1)NCCc1ccccc1,-0.4,0,12,-1.5,-1,-1.6,2,1.4,0,-2
Cc1ccc2c(c1)N(CC(=O)NCCCN1CC(C)CC(C)C1)C(=O)c1cccnc1O2 (centres undefined),-0.5,-25,11,4.5,3,-1.0,2,1.7,25,-5
O=C(O)c1ccccc1NC(=S)NC(=O)c1cccc2ccccc12,0.7,-14,-2,2.6,-6,-0.6,1,5.0,14,-3
CC(=O)N1CCN(S(=O)(=O)c2cccc(C(=O)Nc3ccc(F)c(F)c3)c2)CC1,-2.1,nt,-5,2.0,-4,-1.4,1,-0.6,nt,-7
CN(CCc1ccccn1)C1CCCN(S(=O)(=O)c2ccccc2Cl)C1 (centres undefined),-1.9,9,-4,0.0,2,0.6,0,2.0,-9,-8
